# PPARg SRC-2 ag = agonists of PPARg-SRC-2 recruitment, primary screen, biochemical, HTS. 0.34% of 200,000 active. activation, % at 8 µM. Peroxisome proliferator-activated receptor gamma (Homo sapiens), P37231. PPARgamma LBD-SRC-2 recruitment. AID 1032, 2008; in the data active = activation above about 22%;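 note: 0% = vehicle and 100% = reference agonist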
# Redox H2O2 prof = compounds producing H2O2 with reducing agent – biochemical, NIH compound library profiling, artefact control for MLSCN library redox annotation, primary screen; DTT-dependent redox cycling H2O2, phenol red/HRP absorbance; 100% = 100 µM peroxide control, 0% = buffer; activation, % at 10 µM; 0.03% of 200,000 active;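 active = activation of at least 50% relative to the plate's high and low controls in the primary single-dose screen; inactive = activation below 50%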;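 note: compound incubated with DTT at 0.8 mM final as the reducing agent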
# ROMK mod = ROMK potassium channel modulators, primary screen, cell-based, thallium flux, MLSMR library | ATP-sensitive inward rectifier potassium channel 1 (Homo sapiens), P48048 | Tet-inducible ROMK, thallium flux fluorescence; actives lie on both sides | B-score at 10 µM | 2% of 130,000 active;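 active = signal ratio slope over the read window, or its plate-corrected B-score, at least 3 SD from the plate mean, either direction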;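 note: B-score of the F/F0 ratio slope over 7 to 12 s after thallium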
# Target sequence (P48048 whole entry, looked up): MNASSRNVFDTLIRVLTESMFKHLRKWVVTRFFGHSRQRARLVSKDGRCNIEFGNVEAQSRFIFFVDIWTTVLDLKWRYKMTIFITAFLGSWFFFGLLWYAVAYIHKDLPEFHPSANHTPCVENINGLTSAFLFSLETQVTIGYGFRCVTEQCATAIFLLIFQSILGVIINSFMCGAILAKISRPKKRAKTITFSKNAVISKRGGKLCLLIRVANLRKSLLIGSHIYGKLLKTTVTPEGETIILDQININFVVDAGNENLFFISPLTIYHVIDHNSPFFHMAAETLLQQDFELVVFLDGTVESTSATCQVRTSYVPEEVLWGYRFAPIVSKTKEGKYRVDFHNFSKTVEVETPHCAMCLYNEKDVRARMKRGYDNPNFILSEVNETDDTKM
# HMGR II inh = inhibitors of E. faecalis class II HMGR, primary screen, biochemical, Enterococcus faecalis; purified E. faecalis HMGR, NADPH absorbance 340 nm kinetic; inhibition, % at 10 µM; 0.41% of 190,000 active;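 active = inhibition above a set limit, the median over all tested compounds plus 3 SD, cut at about 9.5% in these data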;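 note: enzyme runs in reverse so mevalonate oxidation gives rising NADPH absorbance; 0% = complete reaction with DMSO and 100% = background rate lacking mevalonate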
# PPARg SRC-3 ag = PPARgamma agonists recruiting SRC-3 coactivator, primary screen, biochemical; Peroxisome proliferator-activated receptor gamma (Homo sapiens), P37231; biochemical PPARgamma/SRC-3 coactivator recruitment assay; activation, % at 8 µM; 0.26% of 200,000 active; in the data active = activation above about 23%;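 note: 0% = DMSO and 100% = reference agonist; some compounds past the cut are filed as inactive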
# SRC2 TRFRET art = TR-FRET signal artefacts, primary screen, artefact control for PPARgamma SRC-2 agonist project, biochemical | 0.4% of 200,000 active | AID 1049, 2008 | TR-FRET artefact counter-screen; active compounds read high | TR-FRET ratio at 8 µM; in the data active = TR-FRET ratio above about 2000; note: inactives centre near 1500
# bIAP inhibitor = bovine intestinal alkaline phosphatase inhibitors, primary screen, selectivity assay for TNAP inhibitor project, biochemical, bovine IAP, CDP-star luminescence; 190,000 tested, under 10 active; AID 1019, 2008; inhibition, % at 20 µM; purified bovine IAP, 30 min;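 active = over 50% inhibition of intestinal alkaline phosphatase at 20 µM in the single-dose screen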
#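 System: Purified bovine intestinal alkaline phosphatase (IAP) enzyme | Input: IAP diluted 1/65,000,000 in the well | Also added: CDP-star chemiluminescent phosphatase substrate, 30 µM final | Dosing: 20 µM single dose | Times: Enzyme reaction for 30 min at room temperature | Detection: Luminescence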
# PPARg SRC1 recr = PPARgamma agonists recruiting SRC-1 coactivator, primary screen, biochemical; activation, % at 8 µM; PPARgamma-SRC-1 coactivator recruitment biochemical assay; 0.41% of 200,000 active; Peroxisome proliferator-activated receptor gamma (Homo sapiens), P37231; in the data active = activation above about 19%;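 note: 0% = DMSO and 100% = reference agonist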
# L major viab = Leishmania major promastigote growth inhibition, primary screen | Leishmania major promastigotes, resazurin fluorescence viability | AID 1063, 2008 | inhibition, % at 10 µM | 9% of 200,000 active; in the data active = inhibition above about 50%;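 note: promastigotes grown with compound for 44 hours at 28 °C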
# RAM network inh = inhibitors of the yeast RAM network, primary screen, dse1pr::URA3 reporter, 5-FOA selection | S. cerevisiae dse1pr::URA3 reporter, 5-FOA growth OD615, 2 d; analog-sensitive cbk1-as2 kinase mutant strain | inhibition, % at 50 µM | 1.8% of 190,000 active;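 active = inhibition above a set limit, 3 SD over mean compound inhibition, cut at about 8.4% in these data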;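 note: 0% = DMSO-only wells with no growth and 100% = 10 µM 1-NA-PP1 full growth; inhibition rescues growth on 5-FOA so higher OD means more RAM inhibition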
# S1P3 antagonist = S1P3 receptor antagonists, primary screen, cell-based. inhibition, % at 4.98 µM. AID 485, 2006. CHO S1P3 NFAT-BLA reporter, FRET fluorescence, antagonist mode. Sphingosine 1-phosphate receptor 3 (Homo sapiens), Q99500. 0.27% of 170,000 active;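 active = inhibition above the plate cutoff, the mean inhibition of test wells on that plate plus 3 SD, cut at about 28% in these data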;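 note: cells challenged with S1P at its EC80 of 0.8 µM; blue over green emission ratio from cleaved BLA substrate after 4 h stimulation; 0% = S1P-stimulated wells and 100% = unstimulated DMSO-only wells; some compounds past the cut are filed as inactive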
# Target sequence (Q99500 whole entry, looked up): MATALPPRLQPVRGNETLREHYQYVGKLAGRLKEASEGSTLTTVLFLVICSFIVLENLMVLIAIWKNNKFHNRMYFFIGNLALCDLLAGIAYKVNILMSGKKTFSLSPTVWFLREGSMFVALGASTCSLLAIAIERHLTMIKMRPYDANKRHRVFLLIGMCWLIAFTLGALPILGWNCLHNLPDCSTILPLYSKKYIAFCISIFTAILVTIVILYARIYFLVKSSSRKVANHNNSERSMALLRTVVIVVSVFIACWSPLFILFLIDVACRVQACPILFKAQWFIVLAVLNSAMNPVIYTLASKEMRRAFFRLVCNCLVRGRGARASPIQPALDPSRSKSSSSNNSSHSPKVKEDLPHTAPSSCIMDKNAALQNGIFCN
# * = called active by the depositor; . = not tested or not shown.
SMILES,PPARg SRC-2 ag,Redox H2O2 prof,ROMK mod,HMGR II inh,PPARg SRC-3 ag,SRC2 TRFRET art,bIAP inhibitor,PPARg SRC1 recr,L major viab,RAM network inh,S1P3 antagonist
CC(C)CC(=O)Nc1cccc2c1C(=O)N(c1ccccc1)C2=O,4,0.6,.,-1,-4,1302,4,1,-1,1.6,.
O=C(c1cc2ccccc2oc1=O)N1CCN(c2ccc(N3CCOCC3)nn2)CC1,-3,0.0,.,-2,9,1539,9,3,-6,0.3,-44
Cc1ccccc1CNC(=O)c1ccccc1C,6,-0.1,2.1,-1,-2,1395,7,4,-6,1.0,.
Cn1c(Cn2cnc3ccccc32)nnc1SCc1ccccc1,13,0.0,-1.4,.,10,1621,-2,6,-4,1.1,-17
CSc1cc(-c2ccccc2)n(C)c(=O)c1C#N,-2,0.1,0.24,2,-1,1642,-2,-7,-5,4.1,0
COc1ccc(/C=N\N=C2/SC(CC(=O)O)C(=O)N2c2ccc(O)cc2)cc1 (stereo not drawn),1,2.9,.,-2,3,1608,11,-3,-4,0.2,.
Cc1ccc2c(CN3CCN(CCO)CC3)cc(=O)oc2c1C,5,0.0,-1.6,-6,6,1595,8,7,55*,-1.0,.
CCN(CC)CCCNC(=O)CSc1nc(-c2ccc(F)cc2)cc(C(F)(F)F)n1,-2,-0.4,.,0,-3,1369,2,-1,13,-0.8,-4
Cc1onc(-c2ccccc2)c1-c1nc2ccccc2c(=O)o1,10,0.4,0.59,-2,12,1701,9,-1,6,4.2,.
CCN(CC)CCn1c(NCc2cc(OC)ccc2OC)nc2ccccc21,-1,0.0,-1.1,-1,7,1341,-19,0,29,1.2,.
O=C(Cc1ccc(Cl)cc1)Nc1ccc(S(=O)(=O)Nc2cnc3ccccc3n2)cc1,4,-2.0,-0.17,-5,4,1495,0,6,-5,2.6,-6
Cc1ccc(NC(=O)C2COc3ccccc3O2)nc1 (stereo not drawn),3,0.7,.,-5,3,1487,20,1,-5,1.6,.
CC(OCc1ccccc1)C(NC(=O)OC(C)(C)C)C(=O)NCC1CCCO1 (stereo not drawn),11,0.4,0.81,-2,2,1640,5,6,-5,1.1,-23
COc1ccc(CC(=O)NNC(=S)Nc2ccc(Br)cc2)cc1,0,0.5,.,-7,5,1252,-15,5,2,4.2,.
COc1cc(C(=O)NCc2nnc(SCC(=O)NCc3ccccc3)o2)cc(OC)c1OC,1,0.4,-0.14,3,10,1581,1,0,-4,1.0,.
O=C(CN(c1ccccc1)S(=O)(=O)c1ccccc1)N/N=C/c1ccc(OC2CSC2)cc1,0,0.9,.,-2,2,1637,25,1,28,2.0,-11
COC(=O)c1ccc(OCC2c3cc(OC)c(OC)cc3CCN2C(=O)c2ccco2)cc1 (stereo not drawn),0,1.4,.,3,0,1608,-7,4,26,0.9,.
Cc1ccc(CNC(=O)COc2ccccc2-c2ccccc2)cc1,-12,0.0,-0.53,-2,2,1426,8,-5,70*,4.9,6
CN1CCCN(C(=O)CC2(CC(=O)O)CCCC2)CC1,-4,0.0,-0.3,5,0,1434,10,-10,-1,2.0,-3
CN(C)c1ccc(C(=S)N2CCN(C(=S)Nc3cccc4ccccc34)CC2)cc1,-3,-1.1,0.14,-8,-3,1513,-5,5,28,4.6,-4
Cc1ccc(C(=O)N2CCCC(CCC(=O)N3CCN(c4ccccn4)CC3)C2)s1 (stereo not drawn),1,-0.4,-0.91,-2,-2,1594,-1,-4,-4,-0.5,2
COc1ccc(C(=O)CNc2ccccc2C#N)cc1,-1,-2.2,-0.18,-3,4,1932,4,7,-1,1.6,4
CCn1c(SCc2nc(N)nc(N3CCCCC3)n2)nc2c1c(=O)n(C)c(=O)n2C,-6,0.1,0.072,5,-1,1445,18,2,-5,0.1,-8
COc1ccc(C(CNC(=O)c2cc3ccccc3o2)N2CCCCC2)cc1 (stereo not drawn),3,-1.6,-2.2,3,3,1648,-3,5,10,2.0,-2
Cc1cnc(NC(=O)CCNC(=O)c2ccc([N+](=O)[O-])cc2)s1,-3,0.5,0.67,-3,1,1549,2,5,-2,2.8,-1
COc1cc(NC(=O)COc2ccccc2)c(OC)cc1NC(C)=O,4,0.0,0.13,-1,6,1519,-24,4,-8,3.8,3
COC(=O)C1=C(C)N(Cc2ccco2)C(=O)N[C@@H]1c1ccccc1,3,0.9,0.99,11*,-2,1660,7,4,3,0.8,-9
CCOC(=O)c1cc(-c2ccco2)nn1-c1ccc(C)cc1,12,-2.1,-0.27,-1,2,1445,-2,3,7,2.6,-5
O=C(CNC(=O)OCc1ccccc1)NC1CCCCCCC1,0,-0.2,-1.3,-2,-5,1391,-10,-12,-4,-0.4,18
Cc1ccc(NC(=O)CN(C)C(=O)CSc2ncc(C(F)(F)F)cc2Cl)cc1,3,-0.5,0.24,-2,0,1543,21,4,27,5.2,-6
Cc1ccc(NC(=O)Cc2ncc(C(F)(F)F)cc2Cl)cc1Cl,-4,2.0,.,-4,1,1627,8,2,-2,3.3,.
CCCOC(=O)CSc1nnc(-c2cc(OC)c(OC)c(OC)c2)o1,11,0.1,.,0,19,1635,8,8,-2,-0.7,14
O=C(NC1CCCCC1)C1Cc2ccccc2CN1S(=O)(=O)c1ccc(F)cc1 (stereo not drawn),5,0.4,.,-5,-4,1432,8,7,43,-0.6,.
COC(=O)c1ccccc1NC(=O)c1cnn2cccnc12,5,0.1,1.2,-6,-3,1599,-2,-2,-3,-0.4,2
CCOC(=O)/C=C1\SCC(=O)N1CC(=O)NC12CC3CC(CC(C3)C1)C2,0,0.4,1.8,-7,0,1553,-4,4,-2,0.0,.
Cc1cc(CNC(=O)c2ccc3c(c2)OCO3)c2ccccc2n1,-5,-0.8,0.95,-6,3,1581,-1,2,13,2.9,-13
CCOC(=O)c1[nH]c(C)c(C(=O)N2CCN(c3cccc(Cl)c3)CC2)c1C,-1,0.0,-0.67,-1,-1,1575,-13,8,2,0.3,1
COc1cccc(OCCn2cc(C(=O)c3ccco3)c3ccccc32)c1,-1,3.8,.,-1,-5,1481,22,4,21,10*,-15
CC(Sc1nc(N(C)C)nc(N2CCOCC2)n1)C(=O)Nc1ccccc1 (stereo not drawn),10,-0.7,-0.24,-1,13,1648,8,3,63*,3.4,-14
Cc1ccc(-c2csc3ncnc(SCC(=O)NCc4ccc5c(c4)OCO5)c23)cc1,2,1.6,.,-5,12,2614*,1,6,30,7.3,.
COC(=O)c1nc(N)sc1C,9,-2.0,0.49,-1,3,1485,4,9,2,1.8,1
Cc1c(Cl)c([N+](=O)[O-])nn1CCCC(=O)Nc1cc(Cl)ccc1Cl,6,-0.3,-0.78,-7,6,1480,33,1,0,2.5,-7
Cc1cccc(Nc2nc(-c3ccc4c(c3)OCCO4)cs2)c1,8,0.1,1.1,0,11,1645,40,8,6,2.4,.
CCn1cc(CN2CCCC(CNS(=O)(=O)Cc3ccccc3)C2)cn1 (stereo not drawn),-4,-0.3,-1.1,-10,-4,1443,-7,-3,50*,-0.7,-6
CC(C(=O)Nc1nc2ccccc2[nH]1)N1C(=O)C2CC=CCC2C1=O (stereo not drawn),1,1.8,.,-1,2,1446,-22,9,-7,1.1,2
Cc1cc(C(=O)Nc2cccc(O)c2)c(C)o1,0,1.3,.,-2,-11,1454,8,2,-3,0.1,12
O=C(O)C1CCCN(C(=O)NCc2ccccc2)C1 (stereo not drawn),-5,-2.2,.,-5,0,1669,2,1,-6,-0.7,-9
O=C1CCCc2ccccc2N1Cc1ccc(Cl)cc1Cl,5,-2.4,.,-1,1,1515,9,-2,0,0.8,.
COc1cc(NC(=S)NCCC(c2ccccc2)c2ccccc2)c(OC)cc1Cl,-5,0.9,-0.2,-9,2,1520,2,7,46,4.2,9
CCCCCCCC[n+]1cccc(C(=O)N(CC)CC)c1,2,0.1,-0.11,-9,5,1870,10,12,61*,0.8,-3
O=S(=O)(c1ccc(F)cc1)c1nc(-c2ccco2)oc1Nc1ccc(F)cc1,3,0.1,.,-3,-2,1440,14,6,2,4.0,12
CCOC(=O)c1ccccc1NC(=O)c1cccc(F)c1,-4,0.1,-0.94,-6,-2,1372,24,-2,-2,2.8,.
O=C1C2=C(CCCC2)C(=O)N1c1cccc(OCCBr)c1,9,-0.2,-0.023,-1,1,1579,0,-1,-6,-0.3,-5

# Of the compounds above, these contain a Cl atom.
SMILES,PPARg SRC-2 ag,Redox H2O2 prof,ROMK mod,HMGR II inh,PPARg SRC-3 ag,SRC2 TRFRET art,bIAP inhibitor,PPARg SRC1 recr,L major viab,RAM network inh,S1P3 antagonist
O=C(Cc1ccc(Cl)cc1)Nc1ccc(S(=O)(=O)Nc2cnc3ccccc3n2)cc1,4,-2.0,-0.17,-5,4,1495,0,6,-5,2.6,-6
Cc1ccc(NC(=O)CN(C)C(=O)CSc2ncc(C(F)(F)F)cc2Cl)cc1,3,-0.5,0.24,-2,0,1543,21,4,27,5.2,-6
Cc1ccc(NC(=O)Cc2ncc(C(F)(F)F)cc2Cl)cc1Cl,-4,2.0,.,-4,1,1627,8,2,-2,3.3,.
CCOC(=O)c1[nH]c(C)c(C(=O)N2CCN(c3cccc(Cl)c3)CC2)c1C,-1,0.0,-0.67,-1,-1,1575,-13,8,2,0.3,1
Cc1c(Cl)c([N+](=O)[O-])nn1CCCC(=O)Nc1cc(Cl)ccc1Cl,6,-0.3,-0.78,-7,6,1480,33,1,0,2.5,-7
O=C1CCCc2ccccc2N1Cc1ccc(Cl)cc1Cl,5,-2.4,.,-1,1,1515,9,-2,0,0.8,.
COc1cc(NC(=S)NCCC(c2ccccc2)c2ccccc2)c(OC)cc1Cl,-5,0.9,-0.2,-9,2,1520,2,7,46,4.2,9

# Screens deposited in PubChem by several laboratories.
